TAAR1 antag: human TAAR1 antagonists, primary screen, Fluo-8 calcium fluorescence, CHO RD-HGA16 cells; inhibition, % at 3 µM; 1.5% of 360,000 active; Trace amine-associated receptor 1 (Homo sapiens), Q96RJ0; antagonist;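 active = inhibition above a per-plate cutoff, the mean inhibition of test compounds on that plate plus 3 SD, cut at about 49% in these data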;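 also: 0% = DMSO plus EC80 beta-PEA response and 100% = DMSO alone without agonist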
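Assay system: CHO-derived RD-HGA16 cells stably expressing human TAAR1 plus Gα16. Timing: 140 s kinetic read after compound, 140 s after agonist. Technique: kinetic Fluo-8 calcium fluorescence measurement. Measure: % inhibition of agonist calcium response.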
CHO-K1 Ca ag: counter-screen for M1 agonists: effect in parental CHO-K1 cells | Fluo-8 calcium fluorescence; scaled to maximal ATP response, vehicle zero | activation, % at 3 µM | 0.48% of 360,000 active; in the data active = activation above about 15%;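 also: untransfected CHO-K1 host cells lacking M1 receptor as counterscreen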
GPR7 antagonist: GPR7 receptor antagonists, primary screen, cell-based, fluorescence, single concentration; Neuropeptides B/W receptor type 1 (Homo sapiens), P48145; GPR7-expressing cells, fluorescence antagonist assay; inhibition, % at 4.4 µM; 1.1% of 290,000 active; in the data active = inhibition above about 16%, passing the limit was not always enough;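 also: cells stimulated with the agonist NPW; 0% = agonist with vehicle and 100% = vehicle without agonist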
Target sequence (P48145 whole entry, looked up): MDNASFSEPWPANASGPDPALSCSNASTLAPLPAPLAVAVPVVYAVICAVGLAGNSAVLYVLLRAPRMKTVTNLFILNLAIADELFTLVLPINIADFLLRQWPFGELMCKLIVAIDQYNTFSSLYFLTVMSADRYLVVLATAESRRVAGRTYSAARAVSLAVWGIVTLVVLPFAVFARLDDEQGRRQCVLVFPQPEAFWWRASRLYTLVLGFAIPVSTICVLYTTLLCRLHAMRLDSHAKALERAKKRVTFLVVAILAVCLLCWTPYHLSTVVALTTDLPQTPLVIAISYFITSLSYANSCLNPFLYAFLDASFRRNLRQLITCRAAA
CHO-K1 Ca antag: M1 antagonist counterscreen hit in parental CHO-K1 cells. ATP-induced calcium, Fluo-8 fluorescence. inhibition, % at 3 µM. 0.6% of 360,000 active. AID 602250;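 active = inhibition above a per-plate cutoff, the plate's mean sample inhibition plus 3 SD, cut at about 24% in these data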;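 also: 0% = DMSO plus EC80 ATP and 100% = DMSO alone without ATP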
CHO-K1 Ca PAM: nonselective calcium activators in parental CHO-K1 cells, primary screen, counter-screen for M1 PAM project, cell-based, Fluo-8 calcium fluorescence, full deck, 1536-well; ATP EC20; 0% at ATP EC20, 100% at ATP max; 0.02% of 360,000 active; AID 602247, 2012; activation, % at 3 µM;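 active = activation above the run cutoff, the mean activation of all test compounds plus 3 SD, cut at about 40% in these data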;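 also: peak over basal fluorescence ratio in a 140 s read after ATP addition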
OXTR potentiate: human OXTR potentiators, primary screen, fluorescence, CHO-OTR cells, Fluo-8 calcium; Oxytocin receptor (Homo sapiens), P30559; Fluo-8 calcium fluorescence, potentiator mode; 0% = oxytocin EC15, 100% = EC100; activation, % at 3 µM; 0.061% of 320,000 active; AID 2445, 2010;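 active = activation above that plate's cutoff, the mean activation of tested compounds plus 3 SD, cut at about 6.6% in these data, passing the limit was not always enough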;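 also: 100% uses oxytocin at 75 nM as the full agonist control; some results filed as inactive read as strong as hits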
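Material: human OTR in CHO cells. Compound: 3.0 µM, one dose. Timing: compound 6 min at room temperature before oxytocin, 100 s read. Evaluation: % activation of max/min ratio relative to oxytocin controls. Replication: single well per compound, singlicate. Signal: Fluo-8 calcium dye fluorescence.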
OXTR agonist: human OXTR agonists, primary screen, fluorescence, CHO-OTR cells, Fluo-8 calcium; activation, % at 3 µM; AID 2435, 2010; Fluo-8 calcium fluorescence; normalized: DMSO 0%, oxytocin 100%; 0.32% of 320,000 active;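 active = activation above the mean of all tested compounds plus 3 SD, cutoff set per screening run, cut at about 20% in these data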;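 also: peak over basal fluorescence ratio from a 100 s FLIPR kinetic read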
V1aR counter: agonists of human V1a receptor, primary screen, counter-screen for OXTR agonist project, fluorescence, CHO-V1R cells. Vasopressin V1a receptor (Homo sapiens), P37288. Fluo-8 calcium fluorescence, agonist mode; 0% DMSO, 100% 3 nM vasopressin. activation, % at 3 µM. 0.25% of 320,000 active. AID 2797, 2010;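 active = activation above the mean activation of all tested compounds plus 3 SD, per screening run, cut at about 20% in these data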;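 also: signal is peak over basal fluorescence ratio across a 100 second FLIPR read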
Target sequence (P37288 whole entry, looked up): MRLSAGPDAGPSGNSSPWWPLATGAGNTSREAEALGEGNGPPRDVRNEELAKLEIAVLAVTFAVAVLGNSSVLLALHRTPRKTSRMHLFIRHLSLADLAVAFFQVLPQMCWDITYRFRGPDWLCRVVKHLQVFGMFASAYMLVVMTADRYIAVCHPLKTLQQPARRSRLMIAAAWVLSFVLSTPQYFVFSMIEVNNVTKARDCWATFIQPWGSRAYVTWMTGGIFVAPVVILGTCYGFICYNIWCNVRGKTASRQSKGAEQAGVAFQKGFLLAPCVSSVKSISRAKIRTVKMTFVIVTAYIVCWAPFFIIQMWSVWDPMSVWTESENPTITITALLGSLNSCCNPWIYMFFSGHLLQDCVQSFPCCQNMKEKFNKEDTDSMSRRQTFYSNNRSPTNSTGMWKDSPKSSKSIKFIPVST
CHO parental Ca: ATP-evoked calcium signal inhibitors, parental CHO, primary screen, counter-screen for OX1R antagonist project, cell-based, fluorescence, Fluo-8 calcium dye; parental CHO-K1, ATP-induced calcium, Fluo-8 fluorescence; inhibition, % at 5.6 µM; 0.63% of 330,000 active;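 active = inhibition above that plate's mean sample inhibition plus 3 SD, cut at about 26% in these data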;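 also: 0% = ATP-challenged DMSO wells and 100% = DMSO wells without ATP; some compounds past the cut are filed as inactive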
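Assay system: parental CHO cells; Read-out basis: percent inhibition of ATP-evoked calcium rise, normalized to controls; Benchmarks: ATP and no-ATP DMSO wells; Compound dosing: single nominal dose of 5.6 µM per compound; Signal: Fluo-8 calcium dye fluorescence; Also added: ATP as calcium-mobilizing challenge; Repeats: singlicate.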
* marks the source's active call; other numbers are inactive results; x = no result given.

SMILES	TAAR1 antag	CHO-K1 Ca ag	GPR7 antagonist	CHO-K1 Ca antag	CHO-K1 Ca PAM	OXTR potentiate	OXTR agonist	V1aR counter	CHO parental Ca
COc1ccc(NC(=O)CCCn2nc(C)c3c(C)n(-c4ccccc4)nc3c2=O)cc1	-3	-1.3	-15	0	-8	1	-2.8	-1.2	-24
CCOC(=O)c1c(NC(=O)c2ccc(C)cc2)sc2c1CC(C)(C)OC2	33	0.0	-14	-12	15	-8	-1.4	0.9	-38
CCN1C(=O)C(CC(=O)Nc2ccc(OC)cc2)N(Cc2ccco2)C1=S (stereo not drawn)	-11	0.6	-2	-6	22	-1	0.1	1.3	-8
Cc1ccc(C)c(/C=N/Nc2ccccn2)c1	105*	0.4	7	-8	11	-2	-0.9	-1.1	-7
Cc1cc(C)n(CC(=O)c2cccc(N)c2)n1	-19	0.3	-3	-7	8	-17	0.6	-0.1	-7
CN(c1ccccc1)S(=O)(=O)c1cccc(C(=O)NNC(=O)c2ccncc2)c1	-28	0.8	x	4	0	-6	1.5	0.0	-1
CCOC(=O)c1c(C)[nH]c(C)c1S(=O)(=O)NCc1cc(C)ccc1C	-29	0.9	-2	-1	0	-10	-0.8	0.1	-14
Cn1cc([N+](=O)[O-])c(C(=O)Nc2ccc3c(c2)OCCO3)n1	4	0.1	-3	-21	-8	1	0.2	-0.2	-16
CCN(C(=O)COc1ccc(C)cc1OC)c1cccc2ccccc12	-2	0.6	x	7	14	-3	-2.0	-1.1	-16
CC(C)Sc1nnc(CNC(=O)C23CC4CC(CC(C4)C2)C3)n1C1CCCCC1	-18	0.3	-9	-13	22	-1	-1.5	-1.3	-9
Cc1ccc(Oc2nc3c(c(=O)n(Cc4ccccc4F)c(=O)n3C)n2C)cc1	50*	1.0	-2	10	2	4	-0.2	0.2	-12
CNC(=O)COC(=O)/C=C/c1nc2ccccc2s1	6	0.8	0	-21	-15	-4	0.3	-0.2	-7
CCOC(=O)C1CCN(c2nc3ccccc3nc2C(C#N)C(=O)OC(C)COC)CC1 (stereo not drawn)	27	2.9	2	-2	15	-12	-0.9	0.2	-21
CCCCN(C)CCNC(=O)Cn1ncc2c(=O)oc3ccc(C)cc3c21	0	0.0	5	-5	0	-5	0.9	0.3	-15
CCCOc1ccc(-c2nnn(CC(=O)N3CCC(C)CC3)n2)cc1	6	4.0	-2	-32	16	-5	1.1	2.7	-14
CSc1nc(-c2ccco2)nn1C(=O)c1cccs1	9	0.3	-2	-6	12	-6	0.4	0.4	0
Cc1cc(O)c(C(=O)/C=C/c2ccc(Cl)cc2)c(=O)o1	-16	1.1	0	-12	11	5	-1.3	-0.7	-27
Cc1cc2nc(-c3cccc(Br)c3)c(Cc3ccsc3)n2c(C)c1Br	-8	-0.5	x	12	-9	x	x	x	x
O=C(OCC(=O)N1CCCC1)c1cc([N+](=O)[O-])ccc1Cl	-3	-0.2	7	-16	-1	-8	0.2	-0.5	-5
Cn1ncc2c(c(SCc3ccc(Cl)cc3Cl)nn2C)c1=O	-50	0.4	-12	-18	21	-4	-0.7	-0.5	-20
O=C(COc1ccc2ccc(=O)oc2c1)N1CCN(c2ccccc2)CC1	4	4.3	-10	-24	16	-4	0.6	-0.3	-14
COc1cc2sc(-c3ccc(S(C)(=O)=O)cc3)c(C(=O)NCc3ccc(C)o3)c2cc1OC	-3	6.7	x	8	-9	-2	-1.1	0.3	-10
CN1CCc2c(sc3nc(SCC(N)=O)n(-c4ccc(Cl)cc4)c(=O)c23)C1	-7	-0.3	-14	-2	-5	-14	-0.1	0.1	11
CC(C)(C)c1ccc(C(=O)N2CCNC(=O)C2CC(=O)Nc2ccc(F)cc2)cc1 (stereo not drawn)	-9	-0.2	14	22	-27	-3	-1.0	-0.3	-10
COC(=O)c1sc(NC(=O)c2ccoc2C)nc1C	-13	0.2	12	-3	19	x	x	x	x
O=C(NCCc1ccc(Cl)cc1)C(=O)Nc1cc2c3c(c1)CC(=O)N3CCC2	21	4.7	x	-3	8	-8	0.3	3.0	-14
Cc1ccc(CS(=O)(=O)CCC(=O)NCCN2CCCC2)cc1	4	2.0	-18	-20	11	-2	0.4	-0.2	-2
O=C1N/C(=N\c2ccccn2)SC1Cc1ccccc1Cl (stereo not drawn)	-15	0.7	-9	1	-1	-16	0.4	1.1	-20
N#Cc1cc2cc3c(cc2nc1NCCNC(=S)NCCCN1CCOCC1)OCO3	-7	0.8	-3	-14	21	-18	-2.6	0.0	-19
CC(=O)N1N=C(c2ccc([N+](=O)[O-])cc2)CC1c1ccccc1Cl (stereo not drawn)	-21	2.2	9	-8	1	-6	-1.2	2.9	-26
CN1CCCC1(C)C(=O)NCc1ccc(F)cc1Cl (stereo not drawn)	-23	0.7	x	-15	18	x	x	x	x
Cn1cc(/C(Cc2ccccc2)=N\O)c2ccccc21	-6	-0.1	4	-5	-5	-20	-2.1	-1.2	8
O=C(c1ccc(F)cc1)c1c[nH]c(C(=O)NCc2ccco2)c1	-15	2.1	-5	-8	21	-7	-0.1	1.3	-3
CN(CC(=O)Nc1ccc(Cl)cc1)C(=O)CCc1c[nH]c2ccccc12	4	5.0	1	-12	-3	-12	5.8	6.8	-13
O=C1CN(C(=O)/C=C/c2ccco2)c2ccccc2N1	-2	0.0	-1	-8	1	3	-0.3	0.5	-2
O=C(CCC(=O)Nc1nnc(C2CCCCC2)s1)NCc1cccs1	9	-0.1	-4	-6	13	0	-0.1	-0.2	-20
COc1ccc(S(=O)(=O)N2CCCCCC2)cc1NC(=O)c1ccccc1S(C)(=O)=O	-2	1.1	x	12	-7	1	0.1	0.0	-15
O=C(Cn1cncn1)N/N=C/c1ccccc1O	-10	0.2	0	0	6	0	0.5	-0.4	3
Cc1nn(C)cc1CNCc1ccc(OCC(O)CN(C)Cc2ccccc2)cc1 (stereo not drawn)	-4	1.4	-5	-3	11	-8	5.0	9.8	-22
Cc1ccc(CNC(=O)/C=C/c2ccccc2Cl)cc1	18	0.3	19	-5	9	-13	2.9	-0.2	26
Cc1ccc(S(=O)(=O)NC(C)C(=O)Nc2ccccc2C(=O)N2CCCC2)cc1 (stereo not drawn)	-6	-0.4	-14	10	2	-15	-1.6	-0.1	-15
O=C1Cc2cc(NS(=O)(=O)c3cc(F)ccc3F)cc3c2N1CCC3	x	1.7	x	-6	-2	-4	0.4	-0.9	-21
C=CCOc1ccc2cccc(/C=N/NC(=O)c3cc4cc([N+](=O)[O-])ccc4s3)c2c1	0	0.1	-2	10	-4	-2	0.8	0.1	-17
CCCCNC(=S)NNC(=O)c1csc(C)c1	-22	-0.2	-11	-7	23	-2	0.7	0.9	-5
COC(=O)CCc1c(C)c(C(=O)c2cccc(OC)c2OC)c2ccccn12	-6	0.8	-8	-5	4	-8	-0.7	-0.3	-14
COC(=O)c1ccccc1NC(=S)NC(C)=O	25	-0.2	-6	3	-3	-5	-0.1	-0.4	7
O=S(=O)(NCCc1cn2ccccc2n1)c1ccc2c(c1)OCCO2	-21	-0.4	-4	8	-3	-3	-0.3	0.8	-2
COc1ccc2sc(N(CCN(C)C)C(=O)/C=C/c3cccs3)nc2c1	9	1.6	-12	-12	0	-3	4.6	3.6	-10
CCOC(=O)C(=CNNc1ccccc1)C(=O)OCC	-104	8.4	-11	3	16	-8	-1.7	0.0	2
S=c1[nH]nc(Cc2noc3ccccc23)n1-c1ccc(Cl)cc1	-14	2.5	-1	-9	9	-18	1.3	-0.6	-5

(continued)
SMILES	TAAR1 antag	CHO-K1 Ca ag	GPR7 antagonist	CHO-K1 Ca antag	CHO-K1 Ca PAM	OXTR potentiate	OXTR agonist	V1aR counter	CHO parental Ca
CC(c1ccon1)N(C)Cc1cn(C)nc1-c1cccc(Cl)c1 (stereo not drawn)	7	1.4	-10	1	-2	-7	-1.1	0.5	-20
Cc1ccc(C(=O)N2CCN(S(=O)(=O)c3ccccc3[N+](=O)[O-])C2)cc1	-3	0.5	8	-5	17	-4	-1.5	-0.1	-11
CC1C(=O)N(Cc2cn(CCC3OCCCO3)nn2)CCS(=O)(=O)N1Cc1ccc(-c2cccc(CO)c2)cc1 (stereo not drawn)	6	0.6	x	0	10	x	x	x	x
CCC(C)(C)n1nnnc1C(c1ccccn1)N1CCOCC1 (stereo not drawn)	1	0.7	-6	-14	10	4	1.2	-0.1	-6
O=Cc1cn(CC(O)CN2CCCCC2)c2ccccc12 (stereo not drawn)	-6	0.3	2	-11	-9	-6	-0.8	-0.1	-16
COCc1nnc(NC(=O)C(C)C)s1	-9	0.2	-18	10	-7	-6	0.2	1.0	-5
O=C(CCc1ccc(S(=O)(=O)N2CCOCC2)cc1)OCC(=O)c1ccc(Br)cc1	24	0.5	x	-9	-14	-10	7.8	5.8	14

Screening results as filed in PubChem BioAssay.
